EPAC2 agonist: agonists of human EPAC2 (RAPGEF4) | EPAC2 activation, biochemical qHTS; response scale: 100% = 6.5 mM cAMP response | Potency, µM (series often up to 154 µM), for the others: top-dose activation, most hits filed as activators | 360,000 tested, 0.079% active; also: potency is read from the fitted curve at half-maximal effect; nearly all actives have a fitted effect of over 50% in size
Target sequence (Q8WZA2 whole entry, looked up): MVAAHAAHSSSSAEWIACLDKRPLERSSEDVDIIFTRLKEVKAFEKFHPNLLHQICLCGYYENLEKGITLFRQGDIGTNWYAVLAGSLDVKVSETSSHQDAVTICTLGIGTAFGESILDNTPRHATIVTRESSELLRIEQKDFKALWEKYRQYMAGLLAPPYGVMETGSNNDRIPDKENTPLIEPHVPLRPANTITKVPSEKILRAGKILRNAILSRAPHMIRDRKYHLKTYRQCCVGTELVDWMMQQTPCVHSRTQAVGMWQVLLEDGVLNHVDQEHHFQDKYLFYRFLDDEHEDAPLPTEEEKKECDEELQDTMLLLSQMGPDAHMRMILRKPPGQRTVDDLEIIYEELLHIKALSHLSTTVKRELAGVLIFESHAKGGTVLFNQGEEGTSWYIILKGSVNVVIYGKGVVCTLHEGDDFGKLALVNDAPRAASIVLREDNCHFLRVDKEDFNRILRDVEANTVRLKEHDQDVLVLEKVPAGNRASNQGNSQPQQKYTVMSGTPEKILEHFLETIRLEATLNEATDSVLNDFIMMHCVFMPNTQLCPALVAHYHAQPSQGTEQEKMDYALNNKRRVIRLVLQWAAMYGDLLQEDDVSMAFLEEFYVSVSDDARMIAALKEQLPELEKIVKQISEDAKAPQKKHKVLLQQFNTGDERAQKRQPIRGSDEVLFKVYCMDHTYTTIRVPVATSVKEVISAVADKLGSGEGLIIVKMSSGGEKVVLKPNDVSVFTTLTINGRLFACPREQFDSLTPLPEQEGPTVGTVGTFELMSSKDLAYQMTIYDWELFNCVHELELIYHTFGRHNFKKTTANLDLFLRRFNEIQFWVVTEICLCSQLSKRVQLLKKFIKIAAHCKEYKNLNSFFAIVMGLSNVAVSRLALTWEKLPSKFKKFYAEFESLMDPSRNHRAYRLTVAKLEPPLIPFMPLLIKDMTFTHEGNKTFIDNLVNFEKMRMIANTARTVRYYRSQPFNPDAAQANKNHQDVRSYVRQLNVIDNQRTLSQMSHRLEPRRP
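Readout is BODIPY fluorescence (480 nm excitation, 540 nm emission), which falls as labeled GDP is exchanged off Rap1B. EPAC2 at 100 nM acted on 250 nM RAP1B-BODIPY-GDP with 50 uM GDP present.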
Nrf2 activator: Nrf2 pathway activation; AREc32 ARE-luciferase reporter (MCF7-derived line), luminescence, 24 h; Potency, µM (top dose mostly 46.1 µM), inactives show at the highest dose activation, hits mostly activators; 410,000 tested, 0.31% active; AID 624171; also: potency is read from the fitted curve at half-maximal effect; % of control where 0% means no effect; nearly all actives have a fitted effect of over 65% in size
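Luciferase luminescence (Steady-Glo, 30 min at room temperature) served as the read-out of ARE activation in AREc32 cells treated with compounds for 24 hr at 37 deg C.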
HepG2 tox: counter-screen for TGF-b inhibitors: cytotoxicity in HepG2 cells | Potency, µM (highest dose often 46.1 µM), for inactives: at the highest dose activity change, negative = cytotoxicity, hits mostly cytotoxic | HepG2 CAGA-GFP viability, ATP luminescence, 18 h | 410,000 tested, 0.76% active; also: potency is read from the fitted curve at half-maximal effect; some results filed as inactive show a strong effect at the top dose
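CellTiter-Glo luminescence gave cytotoxicity after 18 hours at 37 degrees C. The cells were HepG2 CAGA-GFP in 1% FBS DMEM, stimulated with 500 pg/mL TGF-beta after compound addition. %Activity was normalised to no-cell wells (complete cell-killing) and DMSO (no toxicity), and curves were fitted and classified.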
ATXN2 expr inh: ATXN2 expression inhibition; 360,000 tested, 0.72% active; Potency, µM (doses to about 57 µM), for the others: top-dose activity change, negative = inhibition, hits mostly inhibitors; HEK-293 ATXN2-luciferase reporter, luminescence, 24 h; also: potency is read from the fitted curve at half-maximal effect; % is scaled to controls: 0 for no effect and ±100 for the full control effect; nearly all actives have a fitted effect of over 55% in size
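qHTS (up to 57 uM final) was run with 24 h compound exposure of reporter cells at 37 °C. Each well was multiplexed: SteadyGlo luminescence measured ATXN2-luciferase expression after a fluorogenic Gly-Phe-AFC viability readout (25 uM final).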
TGFb inhibitor: TGF-b pathway inhibition; HepG2 CAGA-GFP TGF-b/SMAD3 reporter, GFP fluorescence, 18 h; TGF-beta stimulated, 500 pg/mL final; Potency, µM (series often up to 46.1 µM), for the others: top-dose activity, negative = inhibition, most hits filed as inhibitors; 410,000 tested, 1.2% active; AID 588855; also: potency is read from the fitted curve at half-maximal effect; % is scaled to controls: 0 for no effect and ±100 for the full control effect; nearly all actives have a fitted effect of over 65% in size
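Smad-responsive CAGA-GFP expression was quantified in HEPG2 cells exposed to compounds and 500 pg/mL final TGF-beta for 18 h at 37 degrees C; unstimulated wells defined full inhibition.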
Nrf2 inh: inhibitors of Nrf2 signaling | AID 504444 | 360,000 tested, 2.1% active | A549 ARE-Fluc reporter, luciferase luminescence, 18-24 h | Potency, µM (series often up to 46 µM), without a hit: top-dose activity change, negative = inhibition, hits mostly inhibitors; also: potency is read from the fitted curve at half-maximal effect; % is scaled to controls: 0 for no effect and ±100 for the full control effect; nearly all actives have a fitted effect of over 60% in size
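Quantitative HTS in A549 cells stably bearing an antioxidant response element-firefly luciferase construct. Inhibition of Nrf2-driven transcription was scored by luminescence after 18-24 h of compound exposure at 37 °C.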
A549 viability: counter-screen for Nrf2 inhibitors: cytotoxicity in A549 cells | A549 ARE-Fluc cells, CellTiter-Fluor viability, 18-24 h | Potency, µM (series often up to 46 µM), without a hit: at the top dose activity change, negative = cytotoxicity, hits mostly inhibitors | 390,000 tested, 0.16% active | AID 504648; also: potency is read from the fitted curve at half-maximal effect; % is scaled to controls: 0 for no effect and ±100 for the full control effect
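A549 ARE_Fluc cells in 5% FBS OPTI-MEM were exposed to compounds in concentration-response for 18-24 h at 37 deg C. Viability was read by CellTiter-Fluor fluorescence (Ex 405/Em 525) after 30 min, before the luciferase read.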
S2 tox: viability counter-screen for ATXN expression inhibitors; AID 651635; 400,000 tested, 0.49% active; Potency, µM (highest dose often 56.7 µM), usual class: cytotoxic; S2 cells (HEK-293 line with an ATXN2-luciferase reporter) viability, CellTiter-Fluor protease fluorescence, 24 h; also: potency is read from the fitted curve at half-maximal effect; nearly all actives have a fitted effect of over 40% in size
IL2 activator: activators of IL-2. IL-2 activation reporter assay, cell-based qHTS; stimulated with anti-CD3/CD4/CD28 beads; in transgenic mouse T cells. activation, % (series mostly up to about 46 µM). 360,000 tested, 0.065% active. AID 652025; in the data active = activation above about 50%; inconclusive = mostly about 30% to 49%; also: 0% is about no effect
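Unstimulated transgenic mouse T cells preincubated 60 min with compound, then stimulated with anti-CD3/anti-CD4-coated beads plus anti-CD28 for 18 h at 37 degrees C. IL-2 response read as EGFP and DsRed fluorescence by plate cytometry.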
* marks the source's active call; other numbers are inactive results; i = inactive; ? = inconclusive; . = not tested or not shown; & = joins results of further samples; [ ] = remark or other dose. Unless noted, calls follow the shape of the dose curve; as a rule, active = well fitted curve in the direction sought with a large enough effect; inconclusive = small, poorly fitted or top-dose-only effect, or another doubt; inactive = no such curve, though single readings can be large; an effect the other way counts as inactive or inconclusive. This is a random part of the collection (roughly 4.3% active in at least one column).

SMILES	EPAC2 agonist	Nrf2 activator	HepG2 tox	ATXN2 expr inh	TGFb inhibitor	Nrf2 inh	A549 viability	S2 tox	IL2 activator
Cc1cccc[n+]1CC(=O)c1ccc(NC(=O)c2ccccc2)cc1	2%	-0.3%	-1%	.	11%	?	-20%	i	0.2
O=C(CCl)Nc1cccc(S(=O)(=O)N2CCCCCC2)c1	5%	22%	-65%	?	?	-18%	-17%	25µM*	0.3
Cc1csc(SC(C)C(=O)NCc2ccc3c(c2)OCO3)n1 (configuration not stated)	-9%	-0.6%	4%	-2%	20%	7%	10%	i	-0.5
O=C1NC[C@H](Cc2ccccc2)N(CC2CCN(CC3CCCC3)CC2)C1=O	10%	-0.3%	-17%	-1%	-19%	-3%	12%	i	-0.4
CCOc1ccc(CN2CCCN(C)CC2)cc1	8%	-0.3%	-25%	0%	4%	3%	-1%	i	-1.8
CCOC(=O)NN1C(=O)c2ccccc2NC1c1cccs1 (configuration not stated)	1%	-0.2%	21%	3%	14%	4%	0%	i	-4.3
CCOc1cc(CNc2ccc(O)cc2)ccc1OCc1ccc(Cl)cc1	.	?	-102%	-8%	13µM*	-20%	-9%	?	.
CCOc1ccc(/C=N/n2c(SC)nnc2-c2ccccc2)cc1OCC	6%	-0.1%	7%	-24%	-1%	-18%	2%	?	-0.6
CCCCOc1ccc(C(=O)NCc2cn3cccc(C)c3n2)cc1	.	1.5%	-17%	.	2%	-10%	-1%	.	.
Cc1cccc(OCc2ccc(-c3nc(C#N)c(NCc4cccnc4)o3)o2)c1	.	-0.1%	-20%	28µM*	?	?	1%	22µM*	.
CC1=C(C)CC(C(=O)NCCc2ccc(F)cc2)C(C(=O)O)C1 (configuration not stated)	4%	-0.1%	-11%	-7%	0%	-10%	3%	i	2.0
O=C(/C=C/c1ccccc1O)c1ccco1	16%	?	-57%	-4%	?	-19%	5%	i	0.2
COC(=O)CCc1n[nH]c(=O)[nH]c1=O	6%	-0.8%	-2%	2%	2%	21%	2%	i	1.2
Cc1ccc(C(=O)N2CCC(N3CCC(C(=O)N4CCOCC4)CC3)CC2)cc1	2%	-1.1%	-2%	.	2%	.	.	i	-1.6
c1cc(CNCCN2CCNCC2)ccn1	2%	2.2%	-10%	-1%	-6%	2%	1%	i	0.3
CCc1ccc(NC(=O)C(=O)NCCN2CCN(C(=O)c3ccc(OC)cc3)CC2)cc1	-6%	0.1%	-14%	.	-3%	.	.	i	-1.8
COc1cccc(Cn2c(Oc3ccccc3)nc3c2c(=O)n(C)c(=O)n3C)c1	6%	0.4%	-27%	-15%	-5%	-2%	1%	i	-1.3
CCOc1cc(CNc2ccc(C(=O)O)cc2)ccc1OCc1ccccc1	.	-0.1%	0%	-10%	4%	?	-12%	i	.
Cc1cccc(NC(=O)CSc2nc(=O)n(CCCN3CCOCC3)c3c2CCCC3)c1C	1%	-1.2%	1%	.	1%	.	.	i	1.2
COc1ccc(NC(=O)Nc2cccc3[nH]c([C@@H]4O[C@H](CO)[C@@H](O)[C@H](O)[C@H]4O)nc23)cc1OC1CCCC1	0%	-0.9%	-3%	12%	0%	.	.	i	0.2
O=C(NCCc1ccc(F)cc1)C(=O)NCC(c1cccs1)S(=O)(=O)c1ccc(F)cc1 (configuration not stated)	.	-0.4%	-20%	?	-18%	.	-3%	?	.
Cn1cc(S(=O)(=O)N2CCCCCC2)cc1C(=O)N1CCN(c2ccccc2F)CC1	.	0.6%	3%	8%	1%	.	5%	i	.
O=C(O)c1ccc(OCCN2CCCC2=O)cc1	11%	-0.5%	1%	-6%	-2%	5%	3%	i	0.0
C=CCn1c(SCC(=O)CC(=O)OCC)nc2cc(C(=O)N3CCC(C(N)=O)CC3)ccc2c1=O	0%	0.1%	-3%	-5%	95%[activator]	?	2%	i	-1.3
COc1cccc(CNC(=O)C(C)n2ccc3cc(S(=O)(=O)N4CCCCCC4)ccc32)c1 (configuration not stated)	5%	-0.3%&0.1%	-26%&-22%	0%&-9%	-27%&-4%	?	-25%&-12%	?	-4.1
Cc1csc(NC(=O)CSc2nc(=O)n(CCN(C)C)c3c2CCCC3)n1	8%	0.5%	-1%	0%	?	-4%	0%	i	1.1
COCCNC(=O)/C(C#N)=C1\N=C(NC(=O)c2cccs2)c2ccccc21	2%	0.3%	-1%	9%	7%	7%	-2%	i	1.3
COc1ccccc1NC(=O)CCn1c(=O)oc2cc(Cl)ccc21	.	-0.4%	-12%	11%	1%	.	12%	i	.
Cc1ccc(N2C(=O)N(CC(=O)N(C)Cc3ccccc3)C(=O)C2C)cc1 (configuration not stated)	9%	-0.4%	-37%	1%	5%	?	-4%	i	0.2
CC(C(=O)Nc1ccccc1C(=O)N1CCCC1)n1nnc2ccccc21 (configuration not stated)	4%	2.7%	-17%	4%	14%	16%	-8%	i	-3.0
CSc1ccc(C(=O)C2CCCN(C(=O)c3nn(C)c(=O)c4ccccc34)C2)cc1 (configuration not stated)	3%	2.6%	-18%	0%	?	18µM*	-18%	i	-4.0
O=C(O)c1ccccc1/C=N/NC(=O)c1cc(-c2ccco2)nc2ccccc12	-8%	10%	-17%	?	-21%	-17%	-6%	?	6.4
O=C(NCCOCC(F)(F)C(F)F)c1cc(F)c(F)cc1Cl	-3%	0.0%	0%	9%	0%	10%	-3%	i	-0.5
CC1(OC(=O)CCc2ccccc2)C(=O)C=C2C=C(c3ccc(C#N)cc3)N(C3CC3)C=C2C1=O (configuration not stated)	-3%	1.2%	10%	-11%	21%	-12%	-16%	i	0.7
CCN(CC)C(=O)c1ccccc1NC(=O)c1ccccc1SC	4%	-0.3%	-1%	-8%[11.3 µM]	20%	-9%	-1%	i	0.8
CC(C)CC(=O)NCC(c1ccc2c(c1)OCO2)N1CCN(c2ccc(F)cc2)CC1 (configuration not stated)	.	3.1%	-31%	-13%	-24%	.	10%	i	.
CC(C)C(OC(=O)/C=C/c1ccc2c(c1)OCO2)C(=O)NC(N)=O (configuration not stated)	16%	4.4%	3%	-3%	?	-16%	-5%	i	-2.6
O=C1NC[C@H](CCCCN2CCN(Cc3ccccc3)C(=O)C2=O)N(CC2CCCCC2)C1=O	4%	-0.4%	.	12%	.	.	.	i	0.2
O=C(CNCC1CCCCC1)Nc1ccccc1N1CCCCC1	-1%	3.2%	-67%	-19%	?	-5%	3%	i	-3.0
CCOC(=O)[C@@H]1[C@H]2COc3ccc(Br)cc3[C@@H]2N2C(=O)N(c3cccc(Cl)c3)C(=O)[C@]12C	12%	3.3%	4%	1%	-14%	-2%	6%	i	0.3
CCCC(c1nnnn1CS(=O)(=O)c1ccc(C)cc1)N1CCN(C2CCCC2)CC1 (configuration not stated)	5%	0.1%	-26%	-5%	11%	3%	-4%	i	0.0
Cn1c(=O)c2[nH]c(COc3ccccc3)nc2n(C)c1=O	12%	2.5%	1%	-3%	9%	-20%	22%	i	2.0
CC(=O)Nc1cc(NC(C)=O)c2nc(N)sc2c1	-2%	2.2%	3%	11%	-6%	.	0%	i	0.1
Cc1cc(C)c(C(=O)COC(=O)Cn2cnnn2)cc1C	15%	2.9%	-14%	3%	0%	11%	.	i	0.1
CCN(CC)CCNC(=O)c1nn(C)c2c1CS(=O)(=O)c1ccccc1-2	.	-0.5%	3%	-3%	-17%	-5%	0%	i	.
CSc1nc2nc3c(cc2c(=O)n1-c1cccc(C)c1)COC(C)(C)C3	0%	0.3%	30%	-9%	-1%	?	3%	i	5.0
CCOC(=O)C1=NOC(C(=O)NN(C)c2ncc(C(F)(F)F)cc2Cl)C1 (configuration not stated)	-4%	-0.1%	-36%	-36%	?	7%	-2%	?	-3.5
COC(=O)c1ccc(OCC2c3cc(OC)c(OC)cc3CCN2C(=O)c2cccc(C)c2)cc1 (configuration not stated)	.	5.3%	-15%	?	?	.	0%	i	.
COc1ccc(C(=O)COc2cccc(NC(=O)c3ccco3)c2)cc1	17%	3.7%	-24%	4%	3%	-19%	-8%	?	2.1
CCOC(=O)C1(CCOc2ccccc2)CCN(Cc2cc(OC)c3c(c2)OCO3)CC1	7%	3.1%	-33%	?	?	?	-20%	i	-2.0
COc1ccc(-c2cc(OC)c3ccccc3n2)cc1	12%	4.5%	-25%	5%	0%	20%	-11%	?	-0.8

Look-ups from above.
CCOC(=O)C1=NOC(C(=O)NN(C)c2ncc(C(F)(F)F)cc2Cl)C1 (configuration not stated) @ Nrf2 activator = -0.1%
COc1ccc(-c2cc(OC)c3ccccc3n2)cc1 @ IL2 activator = -0.8
COc1ccc(C(=O)COc2cccc(NC(=O)c3ccco3)c2)cc1 @ IL2 activator = 2.1
COC(=O)c1ccc(OCC2c3cc(OC)c(OC)cc3CCN2C(=O)c2cccc(C)c2)cc1 (configuration not stated) @ Nrf2 activator = 5.3%
CCOC(=O)C1(CCOc2ccccc2)CCN(Cc2cc(OC)c3c(c2)OCO3)CC1 @ IL2 activator = -2.0
CSc1nc2nc3c(cc2c(=O)n1-c1cccc(C)c1)COC(C)(C)C3 @ Nrf2 activator = 0.3%

Shown as a hit in Nrf2 inh, among the entries above:
mol,EPAC2 agonist,Nrf2 activator,TGFb inhibitor,Nrf2 inh,IL2 activator
CSc1ccc(C(=O)C2CCCN(C(=O)c3nn(C)c(=O)c4ccccc34)C2)cc1 (configuration not stated),3%,2.6%,?,18µM*,-4.0
